MITF TRPM1 HTS: activators of MITF-driven TRPM1 promoter reporter, primary screen, cell-based, SK-MEL-5, luciferase, single point; SK-MEL-5 TRPM1-promoter luciferase, 24 h; % of positive control, neutral wells = 0; AID 588334, 2011; 300,000 compounds, 0.75% hits; activation, % at 12.5 µM;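 active means mean activation of at least 80% with every replicate also reaching 80%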;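 further: 0% = neutral control wells and 100% = parthenolide positive control wells; values of inactives mirror those of a sister screen read the other way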
SR-BI DiI-HDL act: activators of SR-BI mediated DiI-HDL uptake, primary screen, ldlA[mSR-BI] CHO cells, DiI fluorescence | 3 h; 100 = double the neutral-control signal | activation, % at 12.5 µM | 320,000 compounds, 0.096% hits;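 active means mean replicate activation of at least 60% and every replicate at or above 60%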;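 further: 0% = median plate neutral-control signal and 100% = twice that signal; values of inactives mirror those of a sister screen read the other way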
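material = CHO ldlA[mSR-BI] cells | medium = Ham's F12 with 0.5% BSA, HEPES 25 mM, pH 7.4 | reagent = fluorescent DiI-HDL, 10 µg/mL final | compound dosing = single-point compound dose | incubation = 3 h, 37 °C | measured by = bottom-read fluorescence, 550/595 nm | measure = HDL uptake via cellular fluorescence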
CAL PDZ FP-1: untagged CAL PDZ binding inhibitors, primary screen, biochemical, fluorescence polarization, HTS; Golgi-associated PDZ and coiled-coil motif-containing protein (Homo sapiens), Q9HD26; purified CAL PDZ, TMR-peptide fluorescence polarization, 1 h; inhibition, % at 24.9 µM; 300,000 compounds, 0.92% hits; AID 602252, 2012;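 active means mean inhibition of at least 30% with at least half of replicates also reaching 30%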;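 further: 0% = DMSO neutral control and 100% = excess unlabeled competitor peptide PRC23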
SR-BI DiI inh: inhibitors of SR-BI mediated HDL lipid uptake, primary screen, ldlA[mSR-BI] cells, fluorescence, single point. 320,000 compounds, 0.96% hits. AID 488896, 2010. inhibition, % at 12.5 µM. ldlA[mSR-BI] CHO cells, DiI-HDL uptake fluorescence, 3 h. Scavenger receptor class B member 1 (Mus musculus), Q61009;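 active means mean replicate inhibition of at least 70% and a set share of replicates each scoring 70 or more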;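 further: 0% = median of neutral control wells and 100% = median of positive control wells; values of inactives mirror those of a sister screen read the other way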
Target sequence (Q61009 whole entry, looked up): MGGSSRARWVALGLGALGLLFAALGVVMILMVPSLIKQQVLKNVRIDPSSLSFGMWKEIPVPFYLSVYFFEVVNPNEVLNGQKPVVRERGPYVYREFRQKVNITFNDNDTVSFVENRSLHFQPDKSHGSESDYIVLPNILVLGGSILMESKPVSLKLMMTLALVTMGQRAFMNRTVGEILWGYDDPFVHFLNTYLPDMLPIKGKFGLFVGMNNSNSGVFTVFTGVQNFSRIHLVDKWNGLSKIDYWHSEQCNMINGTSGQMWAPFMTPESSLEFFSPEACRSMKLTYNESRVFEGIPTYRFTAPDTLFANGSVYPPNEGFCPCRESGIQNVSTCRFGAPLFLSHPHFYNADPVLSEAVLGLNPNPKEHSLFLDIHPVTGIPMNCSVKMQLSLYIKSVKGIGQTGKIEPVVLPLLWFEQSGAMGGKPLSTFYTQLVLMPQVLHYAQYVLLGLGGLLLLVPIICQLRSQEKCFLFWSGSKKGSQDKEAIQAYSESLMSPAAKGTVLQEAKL
PvdQ inh: P. aeruginosa PvdQ acylase inhibitors, primary screen, biochemical, fluorescence, plate reader and imaging, single point | PvdQ acylase [Pseudomonas aeruginosa LESB58] | purified PvdQ acylase | inhibition, % at 10 µM | 340,000 compounds, 0.063% hits | AID 488965, 2010; in the data active means inhibition above about 30%, passing the limit was not always enough;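 further: 0% = vehicle neutral wells and 100% = reference inhibitor wells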
Rtt109 Vps75: inhibitors of C. albicans Rtt109/Vps75 HAT, primary screen, biochemical, ThioGlo CoA-SH fluorescence, plate reader | AID 540336, 2011 | Histone acetyltransferase RTT109 (Candida albicans (strain SC5314 / ATCC MYA-2876)), … | inhibition, % at 34.9 µM | purified Rtt109/Vps75, 4 h | 330,000 compounds, 0.16% hits;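 active means inhibition of at least 50% in every replicate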
Target sequence (Q5AAJ8 whole entry, looked up): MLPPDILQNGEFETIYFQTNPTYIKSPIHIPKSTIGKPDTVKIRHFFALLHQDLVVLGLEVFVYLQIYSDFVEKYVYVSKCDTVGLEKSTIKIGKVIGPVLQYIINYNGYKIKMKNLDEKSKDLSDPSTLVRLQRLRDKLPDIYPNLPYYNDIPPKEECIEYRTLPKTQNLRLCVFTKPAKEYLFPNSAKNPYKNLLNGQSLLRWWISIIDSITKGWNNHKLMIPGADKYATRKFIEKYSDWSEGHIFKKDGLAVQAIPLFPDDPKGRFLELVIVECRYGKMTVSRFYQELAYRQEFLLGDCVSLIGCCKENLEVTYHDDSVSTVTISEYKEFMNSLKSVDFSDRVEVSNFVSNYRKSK
dFosB activator: activators of delta FosB homodimer, primary screen, biochemical, fluorescence polarization, TAMRA-CDK5 oligo, single point; Protein FosB (Mus musculus), P13346; purified delta FosB; percent of positive-control signal above neutral wells; activation, % at 25 µM; 340,000 compounds, 0.99% hits; AID 493131, 2011;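 active means mean activation above about 17%, with every replicate also reaching it, limit read from the data, passing the limit was not always enough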;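 further: fluorescence polarization rise as delta FosB binds a TAMRA Cdk5 AP-1 oligo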
NSD2 inh: NSD2 histone methyltransferase inhibitors, primary screen, biochemical, AlphaScreen, single concentration, set 2. NSD2 peptide methylation, 120 min. inhibition, % at 12.5 µM. 310,000 compounds, 0.54% hits; in the data active means inhibition above about 50%
PfHsp90 yeast 2: growth inhibition of PfHsp90-expressing yeast, primary screen, antimalarial PfHsp90 inhibitor project, S. cerevisiae, BacTiter-Glo luminescence, single point, set 2. BacTiter-Glo ATP, 48 h; yeast lacking PDR1 and PDR3 efflux regulators. inhibition, % at 9.4 µM. 310,000 compounds, 0.32% hits. AID 504621, 2011;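 active means every replicate shows inhibition above about 80%, whatever the replicate mean, limit read from the data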;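 further: 0% = DMSO neutral controls and 100% = 20 µM radicicol positive controls; yeast relying on Plasmodium falciparum Hsp90 in place of its own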
CAL PDZ FP-2: CAL PDZ peptide-binding inhibitors, primary screen, biochemical, fluorescence polarization, Cer-tagged CAL PDZ, HTS. 330,000 compounds, 0.02% hits. purified CAL PDZ, TMR-peptide fluorescence polarization, 1 h. inhibition, % at 20 µM. AID 504414, 2011;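 active means highest replicate inhibition of at least 40%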;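 further: plate controls were DMSO neutral control wells for no effect and unlabeled competitor peptide control wells for full effect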
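Test system: purified CerCALP PDZ construct; Compound dosing: one concentration, 20 µM compound; Also added: TMR-labelled reporter peptide T*-PRC34 bound in PDZ groove; Read-out: inhibition from polarization loss; Controls: unlabelled peptide and DMSO controls; Signal: FP readout, S and P plane fluorescence; Incubation: 1 h at RT.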
Numbers without * were called inactive; · = no result given.

Preview, seven compounds:
SMILES	MITF TRPM1 HTS	SR-BI DiI-HDL act	CAL PDZ FP-1	SR-BI DiI inh	PvdQ inh	Rtt109 Vps75	dFosB activator	NSD2 inh	PfHsp90 yeast 2	CAL PDZ FP-2
CC(=O)c1ccc(-c2ccc(C(=O)N3CCCc4ccccc43)o2)cc1	38	-21	10	21	-2	9	-17	0	12	-5.8
Cc1ccc(/C=N/NC(=O)C2(C)CC2(Br)Br)cc1 (stereo unspecified)	-6	6	-2	25	-3	10	1	-1	-1	-3.2
CC(=O)N1c2ccc(S(=O)(=O)NCC3CCC(C(=O)NCc4ccco4)CC3)cc2CC1C (stereo unspecified)	-16	4	-1	-4	-1	-7	-7	2	9	-1.6
Cc1sc(NC(=S)NC(=O)C2CCCCC2)c(C(N)=O)c1C	1	-4	3	4	-13	-7	-7	·	-21	-1.8
C=CCN1C(=O)CSC1=Nc1cccc(O)c1	11	22	·	-22	-13	4	5	-3	·	-0.7
CCOc1cccc(N2C(=O)CC(N3CCN(c4ccc(S(=O)(=O)CC)cc4)CC3)C2=O)c1 (stereo unspecified)	-3	-8	·	8	-8	-3	-10	0	·	-1.6
Cc1ccc(C(=O)N/N=c2\sc3ccccc3n2C)cc1	-4	17	-3	-17	-18	3	6	3	18	-0.9

The whole of this part, from the start:
SMILES	MITF TRPM1 HTS	SR-BI DiI-HDL act	CAL PDZ FP-1	SR-BI DiI inh	PvdQ inh	Rtt109 Vps75	dFosB activator	NSD2 inh	PfHsp90 yeast 2	CAL PDZ FP-2
CC(=O)c1ccc(-c2ccc(C(=O)N3CCCc4ccccc43)o2)cc1	38	-21	10	21	-2	9	-17	0	12	-5.8
Cc1ccc(/C=N/NC(=O)C2(C)CC2(Br)Br)cc1 (stereo unspecified)	-6	6	-2	25	-3	10	1	-1	-1	-3.2
CC(=O)N1c2ccc(S(=O)(=O)NCC3CCC(C(=O)NCc4ccco4)CC3)cc2CC1C (stereo unspecified)	-16	4	-1	-4	-1	-7	-7	2	9	-1.6
Cc1sc(NC(=S)NC(=O)C2CCCCC2)c(C(N)=O)c1C	1	-4	3	4	-13	-7	-7	·	-21	-1.8
C=CCN1C(=O)CSC1=Nc1cccc(O)c1	11	22	·	-22	-13	4	5	-3	·	-0.7
CCOc1cccc(N2C(=O)CC(N3CCN(c4ccc(S(=O)(=O)CC)cc4)CC3)C2=O)c1 (stereo unspecified)	-3	-8	·	8	-8	-3	-10	0	·	-1.6
Cc1ccc(C(=O)N/N=c2\sc3ccccc3n2C)cc1	-4	17	-3	-17	-18	3	6	3	18	-0.9
COc1ccc(OC)c(/C=C2\NC(=O)NC2=O)c1	7	19	45*	-19	-7	·	2	-2	-20	-2.5
COc1ccc(OC)c(-c2csc(NC(=O)COC(=O)C3CC3)n2)c1	13	-30	-7	30	-6	-3	-3	-3	16	-2.0
O=C(NNc1cc(Cl)ccc1Cl)c1cccs1	·	-13	·	13	-12	-4	-8	-1	-22	-0.6
CCOC(=O)C1CCCN(C(=O)CSc2nnnn2C)C1 (stereo unspecified)	0	7	1	-7	0	-4	1	-2	·	0.4
CC(=O)Oc1ccc2c(=O)oc(-c3ccc([N+](=O)[O-])cc3)nc2c1	15	8	2	-8	-26	·	5	0	-5	-0.1
CN(CC1CCCN(CCc2ccccc2F)C1)C(=O)c1ccoc1 (stereo unspecified)	-4	18	6	-18	5	0	-2	4	2	-0.1
COc1cc(Cl)ccc1OCc1cc(C(=O)N(C)Cc2cn(C)nc2C)no1	8	-12	-4	12	-6	1	7	0	16	-0.4
COc1cc(/C=C2/SC(=O)NC2=O)ccc1Oc1ccc([N+](=O)[O-])cc1[N+](=O)[O-]	-5	·	-7	·	1	3	-1	3	5	-2.9
Cc1cc(S(=O)(=O)Nc2ccc(C(=O)NCCCN3CCOCC3)cc2)ccc1F	-5	35	1	-35	-5	-17	-11	4	·	-1.8
Cc1nc(C)c(/C(O)=C/c2nc3ccccc3oc2=O)s1	-2	-3	4	3	-2	-17	7	1	15	-0.5
Cn1c(=O)cc(OCCCC(=O)N2CCN(c3ccccn3)CC2)c2ccccc21	14	-28	-3	28	-9	-3	1	-1	·	0.3
C/C(=N\Nc1nc(N2CCOCC2)nc(N2CCOCC2)n1)c1ccc([N+](=O)[O-])cc1	-6	13	8	-13	5	16	-10	-2	0	-0.3
CN1C[C@@H]2C(c3ccc(C(F)(F)F)cc3)C3(c4ccccc4)CC2(C3)[C@H]1c1ccccc1 (stereo partly specified)	6	11	-2	-11	-13	3	11	·	-22	0.2
COc1cccc(C(=O)NCC(c2ccco2)N2CCc3ccccc3C2)c1 (stereo unspecified)	10	18	-8	-18	-13	2	-8	2	·	-2.2
CCOC(=O)c1cccc(NC(=S)NCc2ccc(C)cc2)c1	5	12	·	-12	-5	3	0	0	6	-0.7
O=C(O)COC(=O)C1C(c2ccccc2)C(C(=O)O)C1c1ccccc1 (stereo unspecified)	-6	17	1	-17	-14	1	3	1	-2	-1.5
CC(Cl)C(=O)NN=C(c1ccccc1)c1ccccc1 (stereo unspecified)	4	32	-4	-32	-4	-8	-4	-3	13	-2.2
O=C1c2ccccc2C(=O)C1c1ccc(O)cc1	59	14	-2	-14	-5	1	-1	-4	-7	-1.7

Among those listed so far, these have fluorine.
SMILES	MITF TRPM1 HTS	SR-BI DiI-HDL act	CAL PDZ FP-1	SR-BI DiI inh	PvdQ inh	Rtt109 Vps75	dFosB activator	NSD2 inh	PfHsp90 yeast 2	CAL PDZ FP-2
CN(CC1CCCN(CCc2ccccc2F)C1)C(=O)c1ccoc1 (stereo unspecified)	-4	18	6	-18	5	0	-2	4	2	-0.1
Cc1cc(S(=O)(=O)Nc2ccc(C(=O)NCCCN3CCOCC3)cc2)ccc1F	-5	35	1	-35	-5	-17	-11	4	·	-1.8
CN1C[C@@H]2C(c3ccc(C(F)(F)F)cc3)C3(c4ccccc4)CC2(C3)[C@H]1c1ccccc1 (stereo partly specified)	6	11	-2	-11	-13	3	11	·	-22	0.2

More compounds follow.
SMILES	MITF TRPM1 HTS	SR-BI DiI-HDL act	CAL PDZ FP-1	SR-BI DiI inh	PvdQ inh	Rtt109 Vps75	dFosB activator	NSD2 inh	PfHsp90 yeast 2	CAL PDZ FP-2
COc1ccc(C(=O)NC2CC(C)(C)Cc3occc32)cc1 (stereo unspecified)	-4	-19	-5	19	1	4	-2	0	-5	-1.9
CCCCNc1cc(NC(C)=O)cc2cc(OC)c(OC)cc12	-4	-70	-2	70	-6	-5	-8	·	3	-2.6
Cc1ccccc1N=Cc1cccc(O)c1O	-1	20	-1	-20	-7	3	-1	·	1	-0.3
C=C(c1cn(C(C)=O)c2ccccc12)c1cn(C(C)=O)c2ccccc12	-14	-54	1	54	-10	-2	-2	0	-46	-1.9
O=C(Cc1ccccc1)NC(Nc1ccccc1)C(Cl)(Cl)Cl (stereo unspecified)	-11	-2	-1	2	-10	-8	-9	0	4	-1.8
N#C/C(=N\Nc1cccc(Cl)c1)C(=O)c1ccccc1	-1	18	-1	-18	12	9	-9	30	-17	-0.6
COc1cccc(NC(=O)CN(C)C(=O)c2ccc(-c3ccc(Cl)cc3)o2)c1	7	-7	-2	7	0	11	-12	1	·	-3.2
COc1ccc(S(=O)(=O)N(C)CC(=O)NCc2cccnc2)cc1C	-1	13	30	-13	-18	1	10	1	19	0.1
Cc1ccccc1OCC(=O)NCc1ccccc1	15	-9	-1	9	4	-5	-1	1	12	-2.4
O=C(COc1cc(Cl)c(Cl)cc1Cl)Nc1ccc([N+](=O)[O-])cc1Cl	-1	-3	-6	3	-10	3	-2	5	7	-0.9
Cc1cc(C)c(S(=O)(=O)c2ccc(C(C)(C)C)cc2)c(Cl)n1	-2	14	-3	-14	4	1	-1	-3	0	-1.5
COc1ccc(OC)c(CN2CCN(C(=O)c3ccc(F)cc3)CC2)c1	10	-12	·	12	-3	-11	6	-1	-6	-0.6
CCS(=O)(=O)c1nc2ccccc2n1Cc1ccccc1Cl	13	26	-1	-26	-9	3	-5	·	-4	-1.6
O=C(Cc1ccccc1)NCc1ccc(F)cc1	32	22	-6	-22	-17	-2	1	-1	5	-0.4
COc1ccc2c(c1)c1nc3ccccc3nc1n2CCCN1C(=O)c2ccccc2C1=O	6	-34	-8	34	-6	-12	2	8	-4	-0.3
COc1cc(C2NC(=O)NC(C)=C2[N+](=O)[O-])cc(OC)c1OC (stereo unspecified)	-12	15	-6	-15	4	-3	2	-4	-1	0.0
CNC(=S)NCc1ccc(OC)cc1	-7	13	-2	-13	7	2	0	4	1	-0.2
Cc1cccc(C)c1OCc1cc(C(=O)N2CC3C[C@@H]4CC2C[C@H](C3)C4)no1	115*	-12	-4	12	-12	9	-15	2	1	-0.5
Cc1nc(-c2coc3c(CN(C)C)c(O)ccc3c2=O)cs1	·	14	5	-2	-14	-1	-1	-2	6	-3.1
NS(=O)(=O)c1ccc(CCNC(=O)COC(=O)/C=C/c2ccc(OC(F)F)cc2)cc1	14	9	·	-9	-2	1	-2	-3	-2	-0.2
COc1ccccc1N1CC(C(=O)NCCC2=CCCCC2)CC1=O (stereo unspecified)	0	-32	5	32	5	-2	-1	38	·	-0.3
CSc1ccc(/C=N/NC(=O)CN2CCN(Cc3ccc(Cl)cc3)CC2)cc1	-15	-21	-2	21	-1	-5	-2	3	-2	-2.5
CCOC(=O)CN=C1CC(C)(C)CC2=C1Sc1ncnc(N(C)C)c1N2	-15	2	-3	-2	1	-1	2	42	9	-0.9
COc1cc(/C(C)=N/NC(=O)c2ccc(CSc3nncn3C)cc2)cc(OC)c1OC	7	3	-1	-3	-9	8	-11	0	37	-2.3
CC12CCC(CC1=O)C2(C)C (stereo unspecified)	-11	9	0	-9	-5	-1	2	·	-35	0.5
